Bioassay records (PubChem BioAssay)
VHR inh color – VHR1 phosphatase inhibitors, primary screen, biochemical, colorimetric, HTS; Dual specificity protein phosphatase 3 (Homo sapiens), P51452; recombinant VHR phosphatase, colorimetric substrate read-out; inhibition, % at 20 µM; 0.7% of 50,000 active; AID 1992, 2009; in the data active means inhibition above about 60%; further: some results filed as inactive read as strong as hits
Target sequence (P51452 whole entry, looked up): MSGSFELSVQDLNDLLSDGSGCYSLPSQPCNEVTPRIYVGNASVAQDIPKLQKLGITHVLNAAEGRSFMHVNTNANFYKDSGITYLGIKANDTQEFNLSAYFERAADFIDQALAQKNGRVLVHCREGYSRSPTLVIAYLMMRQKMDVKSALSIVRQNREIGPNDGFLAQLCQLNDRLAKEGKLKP
The depositor's hits bear a star. An excerpt, so the mix of outcomes need not match the whole.

SMILES	VHR inh color
CC(OCc1ccccc1)C(NC(=O)OC(C)(C)C)C(=O)NCCc1c[nH]c2ccccc12 (stereo not drawn)	9
CC(C)Oc1ccc(-c2cc(C(=O)O)c3ccccc3n2)cc1	3
COC(=O)CN1C(=O)/C(=C\c2ccc(F)cc2)SC1=S	-1
COc1ccc(NC(=O)C2=C(C)NC(=S)NC2c2ccc(C)cc2)cc1 (stereo not drawn)	3
O=C1c2ccccc2NC(c2ccc3c(c2)OCO3)N1Cc1ccccc1 (stereo not drawn)	-18
CCOC(=O)c1c(NC(=O)Cc2ccc(Cl)cc2)sc(C(=O)Nc2cccc(OC)c2)c1C	-2
CC(C)(C)c1cc(N2C(=O)C(=O)/C(=C(/O)c3ccc(Cl)cc3)C2c2ccc([N+](=O)[O-])cc2)no1 (stereo not drawn)	-10
O=c1oc(-c2ccco2)nc2ccccc12	-21
COc1cc(Br)c(/C=C2\C(=O)NC(=S)N(c3ccccc3)C2=O)cc1OC	0
COc1ccc(C(NC(=O)c2ccccc2OC)c2ccc(OC)cc2)cc1	-2

2 entries from above, bar-delimited:
canonical_smiles | VHR inh color
CC(OCc1ccccc1)C(NC(=O)OC(C)(C)C)C(=O)NCCc1c[nH]c2ccccc12 (stereo not drawn) | 9
CC(C)Oc1ccc(-c2cc(C(=O)O)c3ccccc3n2)cc1 | 3

Additional entries
SMILES	VHR inh color
Cc1ccc2c(Cl)c(C(=O)Nc3ccc4c(c3)OCCO4)sc2c1	5
COc1ccccc1-c1c(C(F)(F)F)oc2cc(OCC(=O)O)ccc2c1=O	1
O=C(Cn1cc(/C=c2/sc3nc4ccccc4n3c2=O)c2ccccc21)Nc1ccccc1	16
Cc1cccc(N2CCN(S(=O)(=O)c3ccc(F)cc3)CC2)c1C	-4
COC(=O)/C(=C\Nc1cccc2ccccc12)[N+](=O)[O-]	2
COc1cc(OC)c(OC)cc1/C=N/NC(=O)CCC1C(=O)NN=C1C (stereo not drawn)	3
O=C(Nc1ccc([N+](=O)[O-])cn1)c1ccc(F)cc1	6
CCCNC(=O)c1cc(OC)c(OC)cc1[N+](=O)[O-]	-20
O=C(Nc1ccc([N+](=O)[O-])cn1)C1c2ccccc2Oc2ccccc21	-12
O=C1C(=O)N(CCCn2ccnc2)C(c2ccccc2Cl)/C1=C(\O)c1ccc(Cl)cc1 (stereo not drawn)	-1

Three compounds from above, ordered by SMILES length, lowest first:
SMILES	VHR inh color
Cc1ccc2c(Cl)c(C(=O)Nc3ccc4c(c3)OCCO4)sc2c1	5
O=C(Cn1cc(/C=c2/sc3nc4ccccc4n3c2=O)c2ccccc21)Nc1ccccc1	16
O=C1C(=O)N(CCCn2ccnc2)C(c2ccccc2Cl)/C1=C(\O)c1ccc(Cl)cc1 (stereo not drawn)	-1

Next section:
SMILES	VHR inh color
Cc1cc(/C=N/O)c(C)n1-c1ccc(F)cc1	16
Nc1ccc2nc(SCc3ccc(Cl)cc3)sc2c1	-2
C=CCn1c2ccccc2n2c(C(=O)OCC)c(C)nc12	-13
O=C1C(Cc2ccccc2)NC(=S)N1c1ccccc1 (stereo not drawn)	-18
CCCN1C(=O)c2ccccc2NC1c1ccc(OC)c(COc2ccc(F)cc2)c1 (stereo not drawn)	-9
COc1ccc(NCCC(=O)c2ccc(Cl)c(Cl)c2)cc1	-6
CC(C)CCSc1nc2ccccc2[nH]1	16
CCC(C)OC(=O)C1=C(C)NC2=C(C(=O)CCC2)C1c1ccc(OC)c(OCc2ccccc2)c1 (stereo not drawn)	4
Fc1ccc(-c2nnn(Cc3c(F)cccc3Cl)n2)cc1	-10
Cc1cc(NC(=O)c2ccc(C(C)(C)C)cc2)ccc1NC(=O)c1ccccc1	4
OCCCc1nc2ccccc2n1Cc1ccc2ccccc2c1	6
Cc1onc(-c2c(Cl)cccc2Cl)c1C(=O)n1c(C)nc2ccccc21	-14
Cc1ccc(OCC(=O)Nc2ccc(C(=O)OCC(C)C)cc2)c(C)c1	-21
COc1ccc(Br)cc1/C=C/C(=O)Nc1cccnc1	-2
Fc1ccccc1OCCCCn1ccnc1	-4
Cc1cccc(C(=O)N2N=C3CCCCCC3C2(O)C(F)(F)F)c1O (stereo not drawn)	15
NC(=O)SCC(=O)Nc1ccccc1Br	7
O=[N+]([O-])c1ccc(NCCCN2CCOCC2)c2cccnc12	-19
Cc1cc(C)c(S(=O)(=O)NCC2CCCO2)c(C)c1 (stereo not drawn)	1
Cc1cccc(NS(=O)(=O)c2ccc([N+](=O)[O-])cc2)c1C	0
COc1ccc(C(=O)NN2CCOCC2)cc1OC	-2
Fc1ccc(-c2noc(-c3ccccc3Cl)n2)cc1	-19
CC(=O)c1cccc(NC(=O)c2cccc(C)c2)c1	-14
O=C(CC(c1ccc(Cl)cc1)S(=O)(=O)c1ccccc1)c1ccccc1 (stereo not drawn)	-47
CN1C(=O)/C(=C\C2(C)N3CC4(C)CN2CC(C)(C3)C4=O)c2ccccc21 (stereo not drawn)	-8
Cc1cc(-c2ccc(F)cc2)nc2cc(C(=O)O)nn12	-5
Cc1ccc(-n2c(O)c(/C=N/N(C)C)c3ccccc3c2=O)cc1	-20
CCOc1ccc(N/C=C(/C#N)c2nc(-c3cccc(OC)c3)cs2)cc1	11
O=C(CSC1=NCCS1)NCc1ccco1	-9
COc1ccc(N2C(=O)C3C4CC(=O)C(c5ccccc54)C3C2=O)cc1 (stereo not drawn)	4
CCOc1ccc(C(=O)c2ccc(Cl)cc2)cc1OCC	-13
O=C1S/C(=C\c2ccc(-c3ccccc3[N+](=O)[O-])o2)C(=O)N1c1cccc(Cl)c1	-4
O=C(NN1C(=O)/C(=C/c2ccccc2)SC1=S)c1cccc(Cl)c1	-2
COC(=O)c1c(C)oc2cc(Br)c(OCc3ccc([N+](=O)[O-])cc3)cc12	-11
Cc1n(Cc2ccccc2)c2ccccc2[n+]1C	13
CC(=O)c1ccc(NS(=O)(=O)c2ccccc2[N+](=O)[O-])cc1	-32
O=C(c1ccccc1)N1N=C(c2ccc([N+](=O)[O-])cc2)CC1(O)C(F)(F)F (stereo not drawn)	10
CCOC(=O)C1C(=O)CC(C)(O)C(C(=O)OCC)C1c1ccc(OCC)cc1 (stereo not drawn)	-13
O=C1NC(=O)N(c2ccc(I)cc2)C(=O)/C1=C\C=C\c1ccco1	2
O=C(/C=C/c1ccc(Cl)cc1Cl)NCc1ccccn1	-13

A few values from the results shown:
For VHR inh color, COC(=O)c1c(C)oc2cc(Br)c(OCc3ccc([N+](=O)[O-])cc3)cc12 has -11
For VHR inh color, O=C(c1ccccc1)N1N=C(c2ccc([N+](=O)[O-])cc2)CC1(O)C(F)(F)F (stereo not drawn) has 10
For VHR inh color, CCOC(=O)C1C(=O)CC(C)(O)C(C(=O)OCC)C1c1ccc(OCC)cc1 (stereo not drawn) has -13
For VHR inh color, O=C1NC(=O)N(c2ccc(I)cc2)C(=O)/C1=C\C=C\c1ccco1 has 2
For VHR inh color, CC(=O)c1ccc(NS(=O)(=O)c2ccccc2[N+](=O)[O-])cc1 has -32
For VHR inh color, O=C(/C=C/c1ccc(Cl)cc1Cl)NCc1ccccn1 has -13
For VHR inh color, Cc1n(Cc2ccccc2)c2ccccc2[n+]1C has 13

Next records.
SMILES	VHR inh color
COc1ccc(C)cc1NC(=O)C(=O)NCCCO	-4
COc1ccc(C2NN=C(Cc3ccccc3)S2)cc1 (stereo not drawn)	-26
COc1ccc([N+](=O)[O-])cc1NCc1cccnc1	-18
Oc1ccccc1/C=N\Nc1nc(-c2ccc(Cl)cc2)cs1	-3
Cc1ccc(OCCOc2ccc(Cl)cc2/C=c2\sc3nc4ccccc4n3c2=O)cc1	7
O=[N+]([O-])c1cc(C(F)(F)F)cc([N+](=O)[O-])c1N1CCN(CCO)CC1	-9
CCOC(=O)C1=C(C)N(C2CCCCC2)C(=O)C1	12
CC(C)CCOC(=O)c1n[nH]c([N+](=O)[O-])c1[N+](=O)[O-]	-7
O=C(/C=C/c1ccco1)Nc1ccc2c(c1)OCCO2	7
Cc1ccc(C2(c3ccc(C)cc3)CC2C(=O)Nc2ccccc2[N+](=O)[O-])cc1 (stereo not drawn)	-5
CCc1ccc(CN2CCN(C(=O)c3cc(OC)cc(OC)c3)CC2)cc1	-4
Cc1ccc(-n2nc3cc(C)c(NC(=O)/C=C/c4cccc([N+](=O)[O-])c4)cc3n2)cc1	-6
CCSc1nnc(NC(=O)c2cccc([N+](=O)[O-])c2)s1	-11
CCNC(=NCCc1ccccc1)SC1CC(=O)N(c2ccccc2)C1=O (stereo not drawn)	-4
CCN1C(=O)/C(=C/c2ccc(I)cc2)SC1=S	-18
COc1ccccc1OCCOc1ccc(Br)cc1/C=c1\sc2nc3ccccc3n2c1=O	-12
Cc1ccc(N2C(=O)NC(=O)/C(=C\c3ccc(N4CCOCC4)o3)C2=O)cc1	-4
O=C1N=c2ccccc2=C1c1sc(=S)[nH]c1O	-4
O=C(CCCC(=O)OCC(F)(F)C(F)F)Nc1cccc(F)c1	-23
O=C(CCC1CCCC1)Nc1nc(-c2ccc(Cl)cc2)cs1	11
CC(C)(C)C(C)(O)C#CCN1CCOCC1 (stereo not drawn)	2
COc1ccc(/C(N)=N/OC(=O)c2ccccc2I)cc1OC	15
COc1ccc(-c2ccc(-c3nnc(-c4ccc([N+](=O)[O-])cc4)o3)cc2)cc1	6
Cc1cccc(C(=O)NC2CC(C)(C)NC(C)(C)C2)c1	4
CC1=C(C)C(O)N(C(C)(C)c2cc(Cl)cc(Cl)c2)C1=O (stereo not drawn)	-17
COc1ccccc1/C=C1/SC(=S)N(CCC(=O)Nc2c(C)n(C)n(-c3ccccc3)c2=O)C1=O	-20
COC(=O)C1=C(N)OC2=C(C(=O)CCC2)C1c1ccc(OC)cc1 (stereo not drawn)	-14
O=C(CCc1ccccc1)Nc1ccc(Cl)cc1	-17
O=C(NCCCO)c1ccccc1C(=O)c1ccccc1	-17
COc1cc(C(=O)N/C(=C/c2ccc(F)cc2)C(=O)NC(CCC(=O)O)C(=O)O)cc(OC)c1OC (stereo not drawn)	0
O=C(NCc1ccccn1)c1cc([N+](=O)[O-])cc([N+](=O)[O-])c1	-6
CCOc1ccc(C=Nc2ccc(I)cc2)cc1	-7
O=C1c2ccccc2C(=O)N1/N=C/c1ccccc1O	2
CCOc1cccc(C(=O)Nc2ccccc2C(=O)O)c1	0
Cc1ccccc1OCCCCCn1ccnc1	6
O=C1NC(=S)N/C1=C/c1ccc2c(c1)OCO2	-5
O=C(NCCSCc1ccccc1)c1ccccc1Cl	10
O=C(Nc1c(C(=O)N2CCCCCC2)cnn1-c1ccccc1)c1cccc(F)c1	-8
CC1=C(C(=O)OCCC#N)C(c2cc3c(cc2Br)OCO3)NC(=O)N1 (stereo not drawn)	-25
CCN1C(=O)N(CC)C2C1N(COC(C)=O)C(=O)N2COC(C)=O (stereo not drawn)	-6
COc1ccc2c(c1)/C(=C1/SC(C(C)=O)=C(c3ccccc3)S1)C(=S)C(C)(C)N2	54
COc1ccc(N(CC(=O)O)S(=O)(=O)c2ccc(C)cc2)c(OC)c1	-15
COc1ccc(/C=N/N2CCN(Cc3ccc(Cl)cc3)CC2)cc1OCc1ccccc1	-16
O=C(Cc1ccccc1)Nc1ccc(N2CCCCC2)cc1	-8
Cc1cc(C)c(NC(=O)c2cccs2)c(C)c1NC(=O)c1cccs1	15
COCCOC(=O)C1=C(C)NC(=O)CC1c1c(F)cccc1Cl (stereo not drawn)	-11
CC(=O)Nc1ccc(C2NN=C(c3ccc(C)cc3)S2)cc1 (stereo not drawn)	-16
COc1cccc(C2NC(=O)NC(C)=C2C(=O)OCCSC)c1OC (stereo not drawn)	-25
Cc1c(C)c2ccc(OC(C)C)c(C)c2oc1=O	1
O=C(NCCCNc1ccc(Cl)cc1[N+](=O)[O-])c1ccccc1F	-13
Continuation.
SMILES	VHR inh color
COc1ccc2c(c1)N(S(=O)(=O)c1ccc(NC(C)=O)cc1)C(C)(C)C=C2C	-11
CC(=O)c1cccc(NC(=O)c2ccc(OCc3ccccc3)cc2)c1	-3
O=C(NN1C(=O)/C(=C/c2c(Cl)cccc2Cl)SC1=S)c1ccncc1	4
CC(C)(C)c1ccc(S(=O)(=O)Nc2cc(Cl)ccc2Cl)cc1	-14
O=C1C(=Cc2ccc(I)o2)C(=O)c2ccccc21	4
O=C(Nc1ccc(NC(=O)c2cc3ccccc3o2)cc1)c1cccc(Cl)c1	-38
CCC(=O)Nc1ccc(O)c(-c2nc3cc(C)c(C)cc3o2)c1	9
C/C(=N/NC(=O)c1ccc2c(c1)OCO2)c1ccc(Br)s1	-22
COCCCN1C(=O)/C(=C\c2ccccc2[N+](=O)[O-])C(C(=O)OC)=C1C	-2
COc1cccc(C2NC(=O)NC(C)=C2C(=O)Nc2ccccc2OC)c1 (stereo not drawn)	24
O=C1NC(=Nc2ccc(O)cc2)S/C1=C\c1ccc([N+](=O)[O-])cc1	1
C=CCNC(=O)C(=O)N/N=C/c1cccc(Br)c1	-17
Cc1ccc2c(Cl)c(C(=O)NCc3ccncc3)sc2c1	6
Cc1ccccc1CNC(=O)c1ccccc1	-12
CC1CCN(C(=O)c2ccccc2NC(=O)c2ccco2)CC1	2
CCOc1cc(/C=C2\C(=O)ON=C2C)ccc1O	10
C=CCc1ccccc1OCC(=O)N/N=C/c1cccc(I)c1	-8
CCCCCC(=O)NNS(=O)(=O)c1ccc(Cl)cc1	-8
CC(C)(C)c1nc(Cc2ccc([N+](=O)[O-])cc2)no1	-17
COc1cc(/C=N\NC(=O)c2c(C)nc3sccn23)ccc1O	-11

Continued (two carried over from the part before).
SMILES	VHR inh color
CC(C)(C)c1nc(Cc2ccc([N+](=O)[O-])cc2)no1	-17
COc1cc(/C=N\NC(=O)c2c(C)nc3sccn23)ccc1O	-11
COc1ccc(C2Nc3ccc(Br)cc3C(c3ccccc3)N2CC(=O)O)cc1 (stereo not drawn)	13
COc1cccc(C2=NN(C(=O)Cc3ccccc3)C(O)(C(F)(F)F)C2)c1 (stereo not drawn)	3
CCOc1ccc(N(CC(=O)NCc2ccco2)S(C)(=O)=O)cc1	-15
CCOC(=O)c1c(NC(=O)c2ccc(-c3ccc([N+](=O)[O-])cc3)o2)sc2c1CCCC2	0
